Assay outcomes from PubChem.
Smad3 FoxH1 inh: Smad3 (human) transcription factor binding inhibition; P84022; TR-FRET Smad3/Dy647-FoxH1 peptide binding, europium anti-His; inhibition, % at 25 µM; 88,000 tested, 0.29% active; AID 630;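 active = compounds that reduce the energy-transfer binding signal between the protein and its labelled peptide by more than half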;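 note: 0% = Smad3 plus labelled peptide maximal FRET and 100% = peptide-only background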
Target sequence (P84022 whole entry, looked up): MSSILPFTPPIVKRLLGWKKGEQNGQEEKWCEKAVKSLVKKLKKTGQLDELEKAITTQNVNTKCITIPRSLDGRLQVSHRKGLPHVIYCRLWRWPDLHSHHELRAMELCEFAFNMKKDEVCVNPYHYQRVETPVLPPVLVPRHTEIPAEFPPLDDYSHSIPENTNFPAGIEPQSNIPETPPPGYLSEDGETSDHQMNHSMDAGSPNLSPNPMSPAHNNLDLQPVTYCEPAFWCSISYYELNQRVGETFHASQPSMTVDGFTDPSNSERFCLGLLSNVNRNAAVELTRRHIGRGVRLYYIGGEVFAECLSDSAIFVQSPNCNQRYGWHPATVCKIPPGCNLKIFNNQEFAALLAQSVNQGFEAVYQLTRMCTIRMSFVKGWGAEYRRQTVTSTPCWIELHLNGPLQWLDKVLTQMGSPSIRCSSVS
sEH inhibitor: blocks human soluble epoxide hydrolase activity | P34913 | recombinant human sEH enzymatic activity assay | inhibition, % at 2 µM | 91,000 tested, 0.34% active | AID 707; in the data active = inhibition above about 80%; note: values of inactives mirror those of a sister screen read the other way; many of its hits are not listed in these tables
Calb biofilm kill: kills Candida albicans biofilms. C. albicans biofilm + clotrimazole, Alamar Blue. inhibition, % at 6 µM. 85,000 tested, 0.14% active. AID 834;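 active = inhibition above 20%; inactive = inhibition below 20%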;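 note: preformed 24 hr biofilms exposed to compound for 48 hr; 0% = biofilm without compound and 100% = blank killed by clotrimazole plus chlorhexidine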
TNFa cytotox: HUVEC cytotoxicity counter-screen, TNF alpha stimulated | AID 848 | cell count reduction, % at 2 µM | 93,000 tested, 0.17% active | HUVEC TNFalpha-stimulated, Hoechst cell count, imaging;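 active = cell count reduction exceeding the screen mean by over 5 SD, scaled to untreated wells per plate, cut at about 78% in these data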;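 note: cells counted after 24 h of TNF alpha exposure following the 1 h pretreatment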
sEH act: activators of human soluble epoxide hydrolase; P34913; purified human sEH enzymatic activity, activator screen; activation, % at 2 µM; 91,000 tested, 0.04% active; in the data active = activation above about 37%; note: values of inactives mirror those of a sister screen read the other way
HUVEC tox IL1B: toxic to HUVEC cells under IL-1B stimulation | HUVEC cell count loss, Hoechst imaging, IL-1B stimulated | cell count reduction, % at 2 µM | 94,000 tested, 0.41% active | AID 845;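 active = cell count reduction more than 3 SD above the screen-wide mean, cut at about 70% in these data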;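 note: normalized per plate to untreated control cells as the no-loss baseline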
ERb SRC1 inh: blocks coactivator binding to human estrogen receptor beta; AID 633; TR-FRET ER-beta LBD / SRC1-Cy5 peptide binding; receptor agonist-loaded with 1 µM estradiol; 86,000 tested, 1.3% active; Q92731; inhibition, % at 25.6 µM;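 active = compounds whose percent inhibition of the receptor-coactivator binding signal exceeds about 50% in the single-dose screen, limit read from the data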;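 note: 0% = receptor plus peptide wells without compound and 100% = peptide-only wells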
Target sequence (Q92731 whole entry, looked up, the tested form may be a part): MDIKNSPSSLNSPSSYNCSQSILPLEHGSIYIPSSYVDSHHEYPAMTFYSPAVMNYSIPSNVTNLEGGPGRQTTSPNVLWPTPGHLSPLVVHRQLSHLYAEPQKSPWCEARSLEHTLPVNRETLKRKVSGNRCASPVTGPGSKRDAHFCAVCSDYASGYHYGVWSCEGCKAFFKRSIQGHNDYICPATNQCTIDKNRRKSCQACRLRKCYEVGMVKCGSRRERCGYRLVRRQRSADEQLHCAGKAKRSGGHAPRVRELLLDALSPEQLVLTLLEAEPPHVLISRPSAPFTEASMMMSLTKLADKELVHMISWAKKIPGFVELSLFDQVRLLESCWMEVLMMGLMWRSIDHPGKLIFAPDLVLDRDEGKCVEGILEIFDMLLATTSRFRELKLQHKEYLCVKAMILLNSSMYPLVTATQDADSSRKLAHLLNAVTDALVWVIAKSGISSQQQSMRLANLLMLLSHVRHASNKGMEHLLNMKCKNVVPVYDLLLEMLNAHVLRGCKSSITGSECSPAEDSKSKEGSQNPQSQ
VCAM1 TNFa inh: reduces TNF alpha induced VCAM1 expression in HUVEC; HUVEC TNFa-induced VCAM-1 immunofluorescence, high-content imaging; inhibition, % at 2 µM; 95,000 tested, 0.48% active;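 active = inhibition above the batch mean plus 3 SD, with images confirmed as a hit by eye, cut at about 37% in these data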;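 note: 0% = TNF-stimulated DMSO wells and 100% = unstimulated control wells; not every result past the cut was called active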
cytoskel mod: modifiers of cytoskeleton assembly. HUVEC TNFa F-actin phalloidin imaging, high content. 91,000 tested, 0.18% active. AID 836. inhibition, % at 2 µM;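 active = inhibition above the batch mean plus 3 SD and confirmed as a hit by visual image inspection, cut at about 30% in these data, passing the limit was not always enough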; note: strong numbers were not always called active
* marks the source's active call; other numbers are inactive results; / = not tested or not shown; [ ] = dose if it differs, or a comment. Some of the compounds tested; the hit share may differ from the screen's.

#1 Cc1c(NC(=O)C(CC(=O)O)NCc2ccco2)c(=O)n(-c2ccccc2)n1C (stereo unspecified)
#2 C/C(=C\C(=O)c1ccccc1)Nc1cccc(O)c1
#3 O=S(=O)(N/N=C/c1ccc(Cl)cc1)c1ccc(Cc2ncc(C(F)(F)F)cc2Cl)s1
#4 COc1cc(C2Nc3ccc4ncccc4c3C3=C2C(=O)CCC3)cc(OC)c1O (stereo unspecified)
#5 Cc1ccc(/C=N\n2c(-c3ccccc3)n[nH]c2=S)s1
#6 O=C(Nc1ccc2nn(-c3ccccc3)nc2c1)c1ccc2c(c1)OCCO2
entry no.	1	2	3	4	5	6
Smad3 FoxH1 inh	8.6	8.6[fluorescence artefact?]	-17.9	-1.5	/	-1.1
sEH inhibitor	7.3	0.4	-3.0	3.5	-8.4	9.2
Calb biofilm kill	4.0	9.3	3.1	7.9	/	4.7
TNFa cytotox	-11.2	-29.3	-0.7	-18.0	2.0	-55.8
sEH act	-6.0	-0.6	1.2	1.7	6.5	-9.7
HUVEC tox IL1B	-20.3	-11.7	-12.8	16.7	-7.4	-10.2
ERb SRC1 inh	-8.9	0.3	-0.8	3.3	/	19.8
VCAM1 TNFa inh	19.5	-2.3	-10.6	91.2*	-18.6	-4.3
cytoskel mod	11.7	43.7	4.9	-5.9	15.6	2.8

#7 CN(C(=O)c1cccc(C#N)c1)c1nnc(C2CCCO2)s1 (stereo unspecified)
#8 COCc1cc(=O)[nH]c(/N=C(\N)Nc2ccccc2C)n1
#9 O=S(=O)(c1cccs1)N1CCC(Cc2ccccc2)CC1
#10 O=C(CC1COc2ccccc2O1)NCCc1ccccc1 (stereo unspecified)
#11 Cc1[nH]c(=O)[nH]c(=O)c1S(=O)(=O)N1CCN(c2cccc(Cl)c2)CC1
#12 COc1ccc(S(=O)(=O)N2CCCC(C(=O)N3CCOCC3)C2)cc1C (stereo unspecified)
entry no.	7	8	9	10	11	12
Smad3 FoxH1 inh	0.2	6.4	7.5	-5.3	-2.5	21.1
sEH inhibitor	-4.9	-10.8	8.9	48.1	1.1	0.6
Calb biofilm kill	5.4	9.4	1.2	5.5	5.8	5.2
TNFa cytotox	-24.2	6.6	3.7	-3.1	12.4	-13.8
sEH act	5.3	7.8	-6.6	-47.1	-2.9	-2.5
HUVEC tox IL1B	-4.6	-22.7	-8.6	1.6	-0.5	-58.8
ERb SRC1 inh	-4.5[fluorescence artefact?]	-8.4	-18.8	-8.6	2.4[fluorescence artefact?]	-4.7
VCAM1 TNFa inh	11.8	-5.9	-12.3	26.3	-11.5	-5.3
cytoskel mod	16.0	-3.9	-5.3	-26.6	-8.4	-2.0

#13 O=C(N/C(=C/c1ccco1)C(=O)N1CCCCC1)c1cccs1
#14 CC(=O)c1cn(CC(=O)Nc2ccccc2)c2ccccc12
#15 CCc1nc2ccccc2n1CCC(=O)O
#16 COc1cccc(NC(=O)c2nn(C)cc2Br)c1
#17 Cc1ccc(CC2CC(=O)N(c3nc4ccccc4n3C)C2=O)cc1 (stereo unspecified)
#18 C=CCc1ccccc1OCCn1ccnc1
entry no.	13	14	15	16	17	18
Smad3 FoxH1 inh	/	1.8	-7.9	12.6	-0.8	13.9
sEH inhibitor	13.4	9.2	6.6	0.9	-2.6	1.2
Calb biofilm kill	/	6.0	5.4	8.4	7.4	1.2
TNFa cytotox	-10.0	/	-19.6	-32.4	-27.6	-19.6
sEH act	-11.8	-4.5	-1.1	4.9	0.3	-3.0
HUVEC tox IL1B	-8.5	17.0	-16.2	-38.2	-5.7	-4.2
ERb SRC1 inh	/	-14.9	-26.9[fluorescence artefact?]	-3.9	-1.9	-1.2
VCAM1 TNFa inh	2.9	-15.4	-4.5	7.7	-1.5	3.5
cytoskel mod	-24.4	-0.6	-15.9	6.6	/	-31.4

#19 COC(=O)c1ccc(/C=C(\C#N)c2nc3ccccc3s2)cc1
#20 Fc1ccc(CSc2nnc(CN3CCOCC3)n2-c2ccccc2)c(Cl)c1
#21 CCOC(=O)N1CCN(C(=O)C2CCN(S(=O)(=O)CC)CC2)CC1
#22 COCCCNC(=O)CCNS(=O)(=O)c1ccc(C)cc1
#23 O=C(CCNC(=O)Cn1ccc2ccccc2c1=O)NCCN1CCc2ccccc2C1
#24 O=C(O)c1cc(C(=O)O)c(-c2ccccc2)c(C(=O)O)c1
entry no.	19	20	21	22	23	24
Smad3 FoxH1 inh	24.2	/	-6.0	1.0	-7.0	/
sEH inhibitor	13.7	5.6	/	5.5	13.4	6.0
Calb biofilm kill	9.2	/	6.0	10.0	3.1	/
TNFa cytotox	-2.7	7.6	-23.7	-25.5	-20.0	-1.4
sEH act	-11.2	-4.8	/	-7.2	-14.0	-7.4
HUVEC tox IL1B	-6.7	-31.8	16.9	-17.0	-2.3	6.3
ERb SRC1 inh	31.5	/	-4.0[fluorescence artefact?]	2.6	4.2	/
VCAM1 TNFa inh	5.1	24.2	7.2	21.8	-17.2	-17.0
cytoskel mod	-2.5	-3.8	35.5	-6.9	4.6	-0.4

#25 CCOC(=O)Cc1csc(NC(=O)c2cnc3scc(C)n3c2=O)n1
#26 CCOC(=O)C1C(C#N)=C(N)OC(C)=C1c1ccncc1 (stereo unspecified)
#27 COc1ccc(-c2cc(C(F)(F)F)n3nc(C(=O)NCc4ccco4)c(Cl)c3n2)cc1
#28 Cc1cc(C)c(C)c(OCC(=O)O/N=C(\N)c2ccccn2)c1
#29 COC(=O)CSc1nnc(-c2ccc(NS(=O)(=O)c3ccccc3)cc2)o1
#30 COc1ccc(Cl)cc1N1C(=O)C2CCCN2C1c1ccc(F)cc1 (stereo unspecified)
entry no.	25	26	27	28	29	30
Smad3 FoxH1 inh	/	-3.9	10.6	-9.6	11.4	3.3
sEH inhibitor	8.5	-6.0	-4.1	-18.1	10.3	-5.8
Calb biofilm kill	/	-0.3	0.5	-1.2	9.4	-0.2
TNFa cytotox	9.1	-18.3	-20.9	14.7	-10.1	-37.6
sEH act	-6.0	9.1	7.9	19.1	-10.7	4.1
HUVEC tox IL1B	4.5	10.3	9.5	7.6	-7.5	3.1
ERb SRC1 inh	/	-6.2	-1.8	3.8	-5.7	-8.1
VCAM1 TNFa inh	3.8	-7.4	1.6	5.4	1.2	3.5
cytoskel mod	-11.7	15.6	2.8	-14.7	25.8	3.3

#31 CCOC(=O)C1=C(Nc2ccc(C)cc2)CC(C)(O)C(C(=O)OCC)C1c1ccccc1 (stereo unspecified)
#32 CC(C)OC(=O)NCCOC(=O)Nc1ccc(Cl)c(Cl)c1
#33 O=c1c2nnn(Cc3ccccc3)c2ncn1-c1ccccc1
#34 O=C(CN(Cc1cccs1)C(=O)CNS(=O)(=O)c1ccc(Cl)cc1)NCc1ccco1
#35 CCOC(=O)c1ccccc1NC(=O)CSc1ncc(C(=O)OCC)c(N)n1
#36 COc1ccc(CCNC(=O)CSc2nc3c(c(=O)n(C)c(=O)n3C)n2C(C)C)cc1OC
entry no.	31	32	33	34	35	36
Smad3 FoxH1 inh	/	1.0	-2.7[fluorescence artefact?]	-4.3	-11.8	-1.2
sEH inhibitor	6.6	-3.5	-2.2	-5.5	-6.1	/
Calb biofilm kill	/	11.8	7.2	4.9	4.1	0.0
TNFa cytotox	-16.4	-29.0	1.4	-30.4	7.7	-0.9
sEH act	-8.9	6.5	-1.2	7.6	4.5	/
HUVEC tox IL1B	9.9	-2.1	-41.4	-66.0	-109.8	-26.7
ERb SRC1 inh	/	0.2	-6.2	1.0	-6.2	0.6
VCAM1 TNFa inh	1.1	-1.4	-4.2	7.9	9.1	6.3
cytoskel mod	16.9	8.4	-12.2	-8.2	19.3	-10.0

#37 COc1ccccc1NC(=O)COC(=O)[C@@H]1CCCN1C(=O)c1cccs1
#38 CCOc1ccccc1C(=O)NC(CO)C(=O)O (stereo unspecified)
#39 Cc1ccc(C(=O)CSc2n[nH]c(C)n2)cc1
#40 Oc1ccc(Br)cc1-c1cc(-c2ccco2)[nH]n1
#41 NS(=O)(=O)c1cc(C(=O)OCC(=O)NC2CC2)ccc1Cl
#42 Cc1ccc(CNC(=O)CCc2nc(-c3cccs3)no2)cc1
entry no.	37	38	39	40	41	42
Smad3 FoxH1 inh	/	9.0	4.7	-3.4	5.3[fluorescence artefact?]	11.4
sEH inhibitor	-22.5	2.1	-3.7	3.7	-2.1	25.1
Calb biofilm kill	/	4.7	9.0	8.0	11.6	10.1
TNFa cytotox	5.3	-32.0	-22.3	-27.5	-13.0	-22.4
sEH act	21.5	-2.2	4.3	-0.6	5.2	-27.1
HUVEC tox IL1B	3.8	2.7	-6.4	-7.5	4.9	-4.2
ERb SRC1 inh	/	-1.3[fluorescence artefact?]	13.8	5.9[fluorescence artefact?]	-3.2	-2.0
VCAM1 TNFa inh	-7.5	-3.6	0.8	1.2	-0.7	-5.4
cytoskel mod	-13.0	18.8	11.3	18.8	-13.1	-8.6

#43 Cc1ccc(-c2cnc(N)n2C)cc1C
#44 CCC(C)(C)NC(=O)C(c1ccccc1F)N(Cc1ccco1)C(=O)Cn1nnc2ccccc21 (stereo unspecified)
#45 CN1CCN(C(=O)c2ccccc2-c2nc(-c3ccccc3)no2)CC1
#46 Cc1ccc(C(C2=C(O)CC(C)(C)CC2=O)C2C(=O)CC(C)(C)CC2=O)o1 (stereo unspecified)
#47 Clc1ccc(-c2nnc(-c3ccc(Br)o3)o2)c(Cl)c1
#48 CCOC(=O)N1CCN(C(=O)CSc2nnc(-c3c[nH]c4ccccc34)n2CCOC)CC1
#49 Cn1c(-c2cccc(OCc3ccccc3)c2)nc2c1c(=O)[nH]c(=O)n2Cc1ccccc1
#50 NC(=O)C1CCCN(Cc2ccc(Cl)cc2)C1 (stereo unspecified)
entry no.	43	44	45	46	47	48	49	50
Smad3 FoxH1 inh	-5.1	-2.3	-31.7	/	-4.8	3.8	/	-12.3
sEH inhibitor	-20.9	-12.6	0.4	6.0	-1.0	-1.7	5.0	4.5
Calb biofilm kill	8.7	-2.2	-0.1	/	4.6	1.3	/	5.5
TNFa cytotox	5.8	-21.7	-18.9	2.3	-17.9	-26.9	-24.1	-38.9
sEH act	24.5	12.2	-0.5	-6.1	0.5	-1.2	-6.9	-3.1
HUVEC tox IL1B	7.2	3.1	-181.9	/	-16.8	-21.3	-19.8	-84.9
ERb SRC1 inh	-18.6	0.3	1.3	/	8.9	-2.0[fluorescence artefact?]	/	6.6[fluorescence artefact?]
VCAM1 TNFa inh	-0.9	20.9	-1.0	7.5	7.8	-12.2	-10.6	-5.9
cytoskel mod	-11.8	12.4	15.4	0.8	17.0	-0.1	10.2	14.3

3 compounds from above, ordered by the value under cytoskel mod, lowest first:
No.	compound	Smad3 FoxH1 inh	sEH inhibitor	sEH act	ERb SRC1 inh	VCAM1 TNFa inh	cytoskel mod
43	Cc1ccc(-c2cnc(N)n2C)cc1C	-5.1	-20.9	24.5	-18.6	-0.9	-11.8
48	CCOC(=O)N1CCN(C(=O)CSc2nnc(-c3c[nH]c4ccccc34)n2CCOC)CC1	3.8	-1.7	-1.2	-2.0[fluorescence artefact?]	-12.2	-0.1
44	CCC(C)(C)NC(=O)C(c1ccccc1F)N(Cc1ccco1)C(=O)Cn1nnc2ccccc21 (stereo unspecified)	-2.3	-12.6	12.2	0.3	20.9	12.4
